Screening results from PubChem BioAssay.
RORgamma inh: qHTS for inhibitors of ROR gamma transcriptional activity; Drosophila S2 Gal4-RORgamma UAS-luciferase reporter, 20 h; actives 5.4% (n = 310,000); Potency, µM (doses to about 53.6 µM), without a hit: at the highest dose activity change, negative = inhibition, most hits filed as inhibitors; Nuclear receptor ROR-gamma (Mus musculus), P51450; note: potency is the fitted concentration of half-maximal effect; % is set by controls: 0 for no effect and ±100 for the full control effect; nearly all actives have a fitted effect of over 60% in size
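Drosophila S2 cells stably expressing Gal4-DBD/mouse RORγ fusion under metallothionein promoter plus UAS-luciferase; compound 1 h, then 700 uM CuSO4 induction for 20 h at ambient temperature; inhibition read as reduced luminescence.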
TRPV1 agonist: HTS Assay for Compounds that Act as Agonists of the Vanilloid Receptor 1 | TRPV1-expressing cells, Fluo-8 calcium influx, agonist mode | activation, % at 8.33 µM | actives 0.19% (n = 320,000); in the data active = activation above about 80%; inconclusive = between about 30% and that limit; note: 0% is about no effect
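Cells expressing TRPV1 were dye-loaded with Fluo-8 and read kinetically: 10 s baseline, 3 min after compound (agonist portion), then 2 min after EC20 capsaicin (allosteric enhancer portion). Calcium-bound dye fluorescence at 480/520 nm.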
Tb PFK block: qHTS Assay to Find Inhibitors of T. brucei phosphofructokinase. ATP-dependent 6-phosphofructokinase (Trypanosoma brucei brucei), O15648. T. brucei PFK, ADP-Glo luminescence. Potency, µM (top dose mostly 57.5 µM), for inactives: top-dose activity, negative = inhibition, most hits filed as inhibitors. actives 0.17% (n = 330,000). AID 485367, 2010;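 note: potency is the fitted concentration of half-maximal effect; 0% = uninhibited 1x PFK enzyme wells and -100% = no-enzyme wells; nearly all actives have a fitted effect of over 60% in size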
Target sequence (O15648 whole entry, looked up): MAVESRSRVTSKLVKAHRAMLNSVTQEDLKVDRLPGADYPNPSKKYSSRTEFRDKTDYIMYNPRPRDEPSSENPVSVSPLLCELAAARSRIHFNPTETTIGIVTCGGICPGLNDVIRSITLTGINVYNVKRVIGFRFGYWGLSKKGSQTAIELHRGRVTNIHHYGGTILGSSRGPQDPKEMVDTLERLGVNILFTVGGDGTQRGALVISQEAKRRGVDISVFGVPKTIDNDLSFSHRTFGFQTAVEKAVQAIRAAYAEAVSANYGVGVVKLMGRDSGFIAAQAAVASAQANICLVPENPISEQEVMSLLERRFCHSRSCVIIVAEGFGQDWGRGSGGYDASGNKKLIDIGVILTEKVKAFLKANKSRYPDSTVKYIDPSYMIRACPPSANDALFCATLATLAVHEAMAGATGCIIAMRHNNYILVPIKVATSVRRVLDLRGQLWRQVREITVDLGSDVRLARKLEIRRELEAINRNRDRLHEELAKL
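1.25 nM PFK with 0.5 mM F6P and 0.1 mM ATP in 0.1 M TEA pH 8.0, 5 mM MgCl2, incubated 45 min at room temperature; ADP measured by ADP-Glo luminescence; compounds titrated up to 57 uM.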
ELG1 DNA repair: qHTS screen for small molecules that inhibit ELG1-dependent DNA repair in human embryonic kidney (HEK293T) cells expressing luciferase-tagged ELG1. HEK293T ELG1-luciferase reporter, luminescence, 16 h; DNA damage induced by 5-fluorouridine. Potency, µM (series often up to 46.1 µM), inactives show at the highest dose activity change, negative = inhibition, hits mostly inhibitors. actives 2.3% (n = 330,000). AID 504467, 2011; note: potency is the fitted concentration of half-maximal effect; % is set by controls: 0 for no effect and ±100 for the full control effect; nearly all actives have a fitted effect of over 55% in size
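Overnight (16 hr) co-exposure of 2,000 cells/well to 5-fluorouridine and compound at 37 °C preceded detection. Luciferase was quantified via ONE-Glo luminescence; loss of signal denotes inhibition.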
FLuc counter: qHTS profiling assay for firefly luciferase inhibitor/activator using purifed enzyme and Km concentrations of substrates (counterscreen for miR-21 project). Luciferin 4-monooxygenase (Photinus pyralis), P08659. purified FLuc, Km substrates, luminescence inhibition. Potency, µM (doses to about 57.5 µM), for inactives: top-dose activity change, negative = inhibition, usual class: inhibitors. actives 6.9% (n = 360,000);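 note: potency is the fitted concentration of half-maximal effect; plate controls were vehicle for no effect and reference inhibitor for full effect; nearly all actives have a fitted effect of over 55% in size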
Target sequence (P08659 whole entry, looked up): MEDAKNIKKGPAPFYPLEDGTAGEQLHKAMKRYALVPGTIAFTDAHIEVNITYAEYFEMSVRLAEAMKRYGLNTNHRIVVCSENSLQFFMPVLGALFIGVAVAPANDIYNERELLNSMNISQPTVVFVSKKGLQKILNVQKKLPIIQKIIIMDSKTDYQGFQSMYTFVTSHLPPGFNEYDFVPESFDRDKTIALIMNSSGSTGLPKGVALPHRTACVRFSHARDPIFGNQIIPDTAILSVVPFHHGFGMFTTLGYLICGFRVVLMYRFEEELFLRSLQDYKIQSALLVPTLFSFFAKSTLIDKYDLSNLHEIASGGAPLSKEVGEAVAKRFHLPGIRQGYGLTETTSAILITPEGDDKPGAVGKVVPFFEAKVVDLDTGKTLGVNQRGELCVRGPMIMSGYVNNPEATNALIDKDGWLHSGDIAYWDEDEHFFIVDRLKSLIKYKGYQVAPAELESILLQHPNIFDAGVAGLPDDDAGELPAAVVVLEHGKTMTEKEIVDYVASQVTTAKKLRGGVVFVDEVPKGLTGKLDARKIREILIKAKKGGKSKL
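Biochemical qHTS of compounds, final roughly 60 µM downward over six points, against 10 nM purified firefly luciferase using Km concentrations of substrates (10 uM D-luciferin, 10 uM ATP) in Tris acetate pH 7.5 buffer; luminescence output.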
Rab9 prom act: qHTS Assay for Rab9 Promoter Activators; Huh7 Rab9 promoter-luciferase reporter, luminescence, 24 h; Potency, µM (series often up to 9.22 µM), inactives show at the top dose activation, negative = inhibition, hits mostly activators; actives 2.8% (n = 320,000); note: potency is the fitted concentration of half-maximal effect; % of control where 0% means no effect; nearly all actives have a fitted effect of over 60% in size
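Stable Rab9-luc Huh7, 1500 cells/well, 2 h settle; cmpd in DMSO, 24 h, 37 °C/5% CO2; luciferase reagent 10 min RT; luminescence.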
p53 reactivation: qHTS assay for re-activators of p53 using a Luc reporter. actives 0.063% (n = 320,000). H1299 p53-A138V BP100-luciferase reporter, luminescence, 24 h. AID 504706, 2011. Potency, µM (series often up to 92.2 µM), for inactives: top-dose activity change, positive = activation, hits mostly activators; note: potency is the fitted concentration of half-maximal effect; % of control where 0% means no effect; nearly all actives have a fitted effect of over 45% in size
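H1299 (p53-null), stable ts p53-A138V + BP100-Luc; 1000 cells/well, Opti-MEM/10% FBS; cpd 4 pt, 1:5; 24 h, 37 deg C, 5% CO2; detection reagent 10 min RT; luminescence.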
BRCA1 expr act: qHTS Assay to Identify Small Molecule Activators of BRCA1 Expression; MCF7-BRCA1-FFLuc reporter, luminescence, 48 h; response scale: scaled: vehicle 0%, 10 µM genistein 100%; Potency, µM (top dose mostly 46.1 µM), inactives show at the highest dose activation, usual class: activators; actives 1.1% (n = 380,000); note: potency is the fitted concentration of half-maximal effect; nearly all actives have a fitted effect of over 80% in size; some results filed as inactive show a strong effect at the top dose
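Using MCF7 cells harboring a BRCA1 firefly luciferase reporter, plated 2 h before compound pinning, the screen measured luminescence after 48 h incubation. Responses were normalized to DMSO and 10 microM genistein, then fitted for concentration-effect.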
NPC1 promoter act: qHTS Assay for NPC1 Promoter Activators; Huh7 NPC1 promoter luciferase reporter, 24 h; Potency, µM (series often up to 9.22 µM), for the others: at the highest dose activation, actives largely listed as activators; actives 2.4% (n = 320,000);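 note: potency is the fitted concentration of half-maximal effect; % of control where 0% means no effect; nearly all actives have a fitted effect of over 60% in size; reporter is driven by a mutant NPC1 promoter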
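Luminescence read-out of NPC1 promoter-driven luciferase in stably transfected Huh7 cells; compounds delivered in DMSO and left 24 h at 37C, 5% CO2, qHTS titration format.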
ELG1 genotox: qHTS screen for small molecules that induce genotoxicity in human embryonic kidney (HEK293T) cells expressing luciferase-tagged ELG1 | HEK293T ELG1-luciferase reporter, luminescence, 16 h | Potency, µM (doses to about 46 µM), for inactives: at the highest dose activity change, positive = activation, hits mostly activators | actives 1.3% (n = 330,000) | AID 504466, 2011; note: potency is the fitted concentration of half-maximal effect; % of control where 0% means no effect; nearly all actives have a fitted effect of over 60% in size
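16 hr compound incubation (37 °C, 5% CO2) of HEK293T cells carrying luciferase-tagged ELG1; luciferase then measured by ONE-Glo luminescence after 30 min at RT.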
VP16 counter: VP16 counterscreen qHTS for inhibitors of ROR gamma transcriptional activity; Drosophila S2 Gal4-VP16 UAS-luciferase, luminescence, 20 h; Potency, µM (titrated, usually from 53.6 µM), for inactives: at the highest dose activity, negative = inhibition, most hits filed as inhibitors; actives 3.5% (n = 310,000); AID 2546, 2010;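 note: Gal4-VP16 expression switched on by copper sulfate through the metallothionein promoter; potency is the fitted concentration of half-maximal effect; % is set by controls: 0 for no effect and ±100 for the full control effect; nearly all actives have a fitted effect of over 50% in size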
* marks the source's active call; other numbers are inactive results; u = inconclusive; x = not tested or not shown; [ ] = another dose, or the depositor's remark. Unless noted, calls come from the whole dose curve; as a rule, active = well fitted curve in the direction sought with a large enough effect; inconclusive = small, poorly fitted or top-dose-only effect, or another doubt; inactive = no such curve, though single readings can be large; an effect the other way counts as inactive or inconclusive. Compounds as they come; overall some 15% were active at least once.

SMILES	RORgamma inh	TRPV1 agonist	Tb PFK block	ELG1 DNA repair	FLuc counter	Rab9 prom act	p53 reactivation	BRCA1 expr act	NPC1 promoter act	ELG1 genotox	VP16 counter
COc1ccccc1NC(=O)c1ccc(Br)c(S(=O)(=O)N2CCCC2)c1	13%	21	0%	-7%	u	-11%	-12%	-47%	0%	-15%	-6%
O=C1N=C(N2C=CC(=C3C=CNC=C3)C=C2)/C(=C/N=NC(=O)c2ccccc2O)S1	-12%	0	u	-1%	u	-4%	3%	2%	2%	-2%	-11%
Cn1c(=O)c2c(SCC(=O)N3CCCc4ccccc43)nc(C3CC3)nc2n(C)c1=O	8%	2	u	-17%	-3%	-2%	3%	-4%	-4%	-13%	-2%
Cc1ccc(CSc2nccc(-c3c(C)nc4ccccn34)n2)cc1	u	u	4%	15µM*	0%	-14%	-3%	-59%	-2%	-17%	-23%
COc1ccc(CCNC(=O)CN(CCc2ccccc2)S(C)(=O)=O)cc1	16%	0	-5%	-7%	3%	0%	-4%	9%	0%	-3%	4%
CCOC(=O)N1CCN(Cc2ccc(F)cc2F)CC1	6%	7	-4%	-7%	2%	4%	-7%	19%	-2%	0%	6%
CC(CCc1ccccc1)NC(=O)[C@@H]1Cc2ccccc2CN1 (stereo not given in full)	2%	10	-4%	3%	2%	-4%	-3%	-19%	0%	-1%	-4%
C=CCNCCCOc1ccc(C)cc1Br	-6%	-1	-3%	u	-7%	-2%	24%	70%	-1%	5%	-7%
COc1ccc(/C=C/C(=O)Nc2cccc(F)c2)cc1S(=O)(=O)N1CCOCC1	21%	16	-3%	21µM*	-15%	-6%	-3%	12%	-12%	-15%	-21%
COc1nc2c(s1)C(=O)NCCC2	15%	-1	-2%	7%	-2%	-8%	-1%	-18%	1%	-2%	10%
CCOc1ccc2nc(NC(=O)C3CCN(C(=O)c4ccco4)CC3)sc2c1	34%	12	1%	u	15µM*	u	u	u	u	u	13%
CCc1cc2c(SCC(=O)c3ccc(Cl)s3)ncnc2s1	6%	21	-2%	26%	-7%	-1%	2%	60%	6%	2%	14%
Cc1nc2ccccc2n1CC(=O)OCC(=O)NCc1ccccc1	-2%	0	-2%	3%	4%	-3%	0%	-17%	-1%	1%	19%
COc1ccc2[nH]c(=O)c(CN(CCO)C(=O)c3ccccc3F)cc2c1	-1%	-2	3%	-4%	-1%	-6%	5%	-33%	-7%	1%	-4%
COc1ccc(/C=N/NC(=O)Cc2cccs2)cc1	-3%	5	-7%	u	17µM*	u	8%	u	u	u	10%
CSc1nc2ccccc2n1Cc1c(Cl)cccc1Cl	u	9	2%	-3%	-2%	-2%	2%	-30%	-4%	-6%	19%
COC(=O)c1cc(Cl)c(NC(=O)c2cc(OC)c(OC)c(OC)c2)cc1OC	-10%	0	-1%	-20%	-1%	-10%	-3%	-16%	1%	4%	2%
O=C(Nc1ccc(-c2cn3ccccc3n2)cc1)c1ccco1	-36%	0	-10%	u	2.4µM*	3.2µM*	u	-25%	2.8µM*	u	u
CCOc1ccc(NC(=O)CN(C)C(=O)c2ccc(C3SCCS3)cc2)cc1OCC	x	-3	17%	u	-4%	-1%	0%	0%	-1%	0%	x
COc1ccccc1N1CCN(C(CNC(=O)c2ccco2)c2cccnc2)CC1 (stereo not given)	u	-4	-7%	u	0%	-7%	-4%	-13%	-5%	4%	-1%
CSc1ccccc1NC(=O)CCn1c(=O)sc2ccccc21	2%	-1	-2%	-1%	-4%	3%	-1%	-31%	-6%	-1%	3%
Cc1cc(OCC(=O)N(Cc2ccco2)C2CCS(=O)(=O)C2)cc(C)c1Cl (stereo not given)	30%	1	-1%	-5%	-4%	-2%	-3%	-22%	-2%	-3%	-7%
O=C(O)CNS(=O)(=O)c1cccc(Cl)c1	5%	-8	-3%	4%	2%	-2%	3%	1%	1%	0%	-3%
CCOC(=O)Cn1ncc2c3ccccc3n(CC(=O)OCC)c2c1=O	0%	-3	-4%	-3%	1%	1%	6%	16%	-2%	-3%	1%
CCCn1c(SCc2ccc(C(=O)OC)o2)nc2ccccc2c1=O	29%	12	-7%	-8%	-2%	9%	-9%	-14%	2%	-1%	-8%
O=C(CSc1n[nH]c(-c2ccccc2F)n1)NCC(=O)Nc1ccc(F)c(F)c1F	16%	-2	0%	10%	-17%	-1%	-2%	0%	-1%	4%	7%
CCCc1ncc(C(O)(c2ccccc2)c2ccccc2)n1C	14µM*	u	-4%	8%	-8%	-2%	6%	-11%	-6%	0%	-1%
CNc1cc(CSC)nc(SCc2ccc(Cl)cc2Cl)n1	18%	-2	-11%	-4%	-12%	1%	0%	-21%	-1%	-2%	-10%
O=C(Cc1cccc2ccccc12)N/N=C1\CCCc2ccccc21	1%	5	1%	u	8%	-2%	4%	-53%	-1%	-2%	-20%
Cc1ccc(NC(=O)CC2OC(=O)c3ccccc32)cc1S(=O)(=O)N1CCCCCC1 (stereo not given)	x	5	0%	-5%	6%	-5%	-3%	-31%	-3%	-1%	x
Cc1nn(-c2ccccc2)nc1C(=O)Nc1ccc2c(c1)OCCO2	35%	8	3%	2%	u	2%	9%	-26%	-1%	-5%	2%
CCC1Oc2ccc(C)cc2N(CC(=O)NCc2cccc(OC)c2)C1=O (stereo not given)	u	x	1%	-21%	-6%	12%	3%	-2%	8%	-2%	22µM*
O=C(Nc1ccncc1)c1cccc(S(=O)(=O)N2CCCC2)c1	u	9	-5%	-3%	-1%	-3%	4%	-22%	-6%	-5%	u
CCc1ccc(-c2cc(C(=O)NN3CCOCC3)c3ccccc3n2)cc1	-26%	1	3%	u	4.8µM*	3%	2%	30%	10%	3%	0%
O=C(N/N=C/c1cccs1)c1cc(-c2ccncc2)nc2ccccc12	5µM*	-3	-5%	-22%	u	-16%	5%	u	-8%	5%	7.1µM*
Cc1nnc(SCC(=O)Nc2nc(-c3ccccc3)cs2)n1N	13%	3	0%	u	-11%	8%	u	33%	19%	0%	-12%

Rab9 prom act, hit marks shown above.
SMILES,RORgamma inh,TRPV1 agonist,Tb PFK block,Rab9 prom act,p53 reactivation,NPC1 promoter act
O=C(Nc1ccc(-c2cn3ccccc3n2)cc1)c1ccco1,-36%,0,-10%,3.2µM*,u,2.8µM*

(continued)
SMILES	RORgamma inh	TRPV1 agonist	Tb PFK block	ELG1 DNA repair	FLuc counter	Rab9 prom act	p53 reactivation	BRCA1 expr act	NPC1 promoter act	ELG1 genotox	VP16 counter
CCC(=O)Nc1ccc(-c2ccc(N3CCCCC3)nn2)cc1	4.5µM*	2	2%	u	12µM*	1.6µM*	u	18%	2.2µM*	u	u
Cc1ccc(C)c(CN2CCC(CNC(=O)CCc3nnc4ccc(N5CCC(C)CC5)nn34)CC2)c1	-8%	1	-4%	5%	0%	-7%	2%	-8%	-1%	-1%	-5%
O=[N+]([O-])c1ccccc1/C=N\N1CCN(Cc2ccccc2Cl)CC1	43%	3	2%	u	u	17%	7%	82%	1%	3%	-6%
c1ccc(-c2cn(CC3CCCCC3)nn2)cc1	29%	9	0%	u	15µM*	2.2µM*	x	5.6µM*	3.5µM*	u	u
Clc1ccc(OCc2nnc(SCc3nc4ccccc4[nH]3)n2Cc2ccco2)cc1	u	-1	-1%	16µM*	-14%	-12%	-7%	-52%	-2%	-16%	u
Cc1ccc(C(=O)NC2CCN(C(=O)Nc3ccccc3Cl)CC2)cc1	-3%	15	0%	0%	1%	-2%	-2%	-24%	-5%	-5%	3%
COC(=O)c1ccc2c(C(C)(C)O)c(C(C)(C)O)[nH]c2c1	44%	-1	0%	12%	u	u	x	x	23%	16%	5%
COc1ccc(CN(C)S(=O)(=O)c2nnc(NC(=O)c3cccc(F)c3)s2)cc1	26%	-3	0%	u	-9%	-4%	26%	7%	-2%	-14%	13%
Clc1cccc(-c2nn3c(-c4cccc(Cl)c4)nnc3s2)c1	29%	-2	-6%	22%	-5%	1%	-1%	x	3%	5%	-11%
O=C(/C=C/c1ccc(Cl)c([N+](=O)[O-])c1)c1ccc(O)cc1	u	84*	0%	u	u	-39%[inhibitor]	-14%	-81%	-19%	u	u
CN(C)CCOc1ccccc1-c1ccccc1	0%	0	-1%	2%	4%	13%	-5%	-12%	-4%	-6%	-3%
